Bioassay records: PubChem, The Scripps Research Institute Molecular Screening Center
SRC1 TRFRET art: counter-screen for PPARgamma SRC-1 recruitment agonists: TR-FRET artefact. AID 1051. TR-FRET ratio at 8 µM. TR-FRET detection artefact counter-screen, emission ratio; stronger effect = higher value. hit rate 0.34% among 99,000; in the data active = TR-FRET ratio above about 2300; also: inactives centre near 1800; reference of the scale not given here
SRC3 TRFRET art: TR-FRET artefact, counter-screen to PPARgamma/SRC-3 agonist assay. PPARgamma/SRC-3 format; stronger effect = higher value. TR-FRET ratio at 8 µM. hit rate 0.39% among 99,000. AID 1048; in the data active = TR-FRET ratio above about 2000; also: inactives centre near 1600; reference of the scale not given here
The depositor's hits bear a star.

The first three entries, ahead of the listing:
SMILES	SRC1 TRFRET art	SRC3 TRFRET art
Cc1ccc(S(=O)(=O)N(C)C)cc1NC(=O)COC(=O)/C=C/c1ccc2c(c1)OCO2	1862	1675
COc1ccc(-c2cc(-c3n[nH]c(=S)n3-c3cccc4ccccc34)[nH]n2)cc1	1798	1490
Cc1ccc(C)c(S(=O)(=O)NCCCn2ccnc2)c1	1736	1580

The listing, previewed entries included:
SMILES	SRC1 TRFRET art	SRC3 TRFRET art
Cc1ccc(S(=O)(=O)N(C)C)cc1NC(=O)COC(=O)/C=C/c1ccc2c(c1)OCO2	1862	1675
COc1ccc(-c2cc(-c3n[nH]c(=S)n3-c3cccc4ccccc34)[nH]n2)cc1	1798	1490
Cc1ccc(C)c(S(=O)(=O)NCCCn2ccnc2)c1	1736	1580
CN1CCN(C(=O)c2ccc(Oc3ccc([N+](=O)[O-])cc3)cc2)CC1	1461	1328
OC(CN1CCOCC1)c1ccc(F)cc1 (stereo unspecified)	1791	1559
O=C(Nc1ccc(Cl)cc1)N1CCOC12CCC1(CC2)OCCO1	1870	1463
COC(=O)c1ccc(NC(=O)CNCc2ccncc2)cc1	1972	1819
CCCOC(=O)Nc1c(C)cccc1C(C)C	1882	1533
Cc1[nH]n(-c2nc(-c3ccccc3F)cc(=O)[nH]2)c(=O)c1CCO	1430	1718
CCc1ccccc1NC(=S)N(Cc1ccc(OC)cc1)CC1CCC(C(=O)O)CC1 (stereo unspecified)	1952	1717
Cc1ccc(/C=C/C(=O)NCc2cccs2)cc1	1839	1901
CCSc1nnc(NC(=O)C2CCN(S(=O)(=O)c3cc(C(F)(F)F)ccc3Cl)CC2)s1	1902	1569

Record cards, from the list above.
Record of CCc1ccccc1NC(=S)N(Cc1ccc(OC)cc1)CC1CCC(C(=O)O)CC1 (stereo unspecified) = SRC1 TRFRET art = 1952; SRC3 TRFRET art = 1717
Record of Cc1[nH]n(-c2nc(-c3ccccc3F)cc(=O)[nH]2)c(=O)c1CCO = SRC1 TRFRET art = 1430; SRC3 TRFRET art = 1718

Other entries follow.
SMILES	SRC1 TRFRET art	SRC3 TRFRET art
CN(C[C@H](Cc1ccccc1)N(CCN(CCc1ccccc1)N=O)N=O)N=O	1733	1595
COc1cc(/C=C/C(=O)O)cc(S(=O)(=O)NCc2ccc3c(c2)OCO3)c1OC	2049	1551
Cc1ccc2c(c1)C(=O)C(=O)N2CCCOc1ccccc1	1871	1584
CC(=O)c1ccc(-c2ccc(C(=O)N3CCCc4ccccc43)o2)cc1	1817	1636
Cc1ccc(S(=O)(=O)N(C)C)cc1NC(=O)c1ccccc1Br	1859	1663
Cc1nn(CCc2nn[nH]n2)c2nc(-c3ccc(Br)cc3)cc(C(F)(F)F)c12	1916	1747
C=CCN=c1scc(-c2ccccc2)n1/N=C/c1ccccn1	2026	1478
Cc1cccc(NC(=O)c2oc(=O)c3ccccc3c2-c2ccccc2)c1C	1531	1484
O=C(NC1=NCCS1)c1cccc(OC(F)F)c1	1469	1356
Cc1ccnc2nc(C(=O)OCC(=O)NC(=O)NCc3ccco3)nn12	2038	1623
CC(C)N(Cc1ccccc1)C(=O)CSc1nccn1C	1608	1791
COCCCN(C(=O)c1cc2c(s1)CCC2)c1c(N)n(Cc2ccccc2)c(=O)[nH]c1=O	1701	1514
Cc1ccc(S(=O)(=O)NNC(=O)NC23CC4CC(CC(C4)C2)C3)cc1	1903	1463
O=C1OC(c2cccs2)=N/C1=C/c1ccc(-c2cccc(C(=O)O)c2)o1	2031	1572
Cc1cc(C(=O)Nc2c[nH]c(=O)[nH]c2=O)ccc1[N+](=O)[O-]	1605	1419
Oc1ccc(/C=N/Nc2nc(N3CCCC3)nc(N3CCCC3)n2)cc1O	1888	1667
CCN(CC)C(=O)CSc1nc(C)cc(C)c1C#N	1777	1725
C=CCOc1cccc(CNc2ccc3[nH]c(=O)[nH]c3c2)c1	1743	1483
CCOC(=O)c1cc(-c2ccccc2)sc1NC(=O)C(C)OC(=O)c1cccc(S(=O)(=O)N(C)C)c1 (stereo unspecified)	1749	1606
CS(=O)(=O)N(CC(=O)N1CCCC1)Cc1ccc(Cl)cc1	2076	1465
CC(C)OC(=O)/C(=C/c1cccnc1)NC(=O)c1ccccc1	1851	1713
COc1c(OC)c(O)c2c(=O)cc(-c3c(O)cccc3O)oc2c1OC	1922	1661
COC(=O)c1ccc(C(=O)N2CCCC(CNC(=O)c3ccccc3Cl)C2)cc1 (stereo unspecified)	1621	1702
Cc1ccc(N2C(SCC(=O)O)=NC(=Nc3cccc(C)c3)C23CCCC3)cc1	1667	1583
CCOC(=O)Cn1cc(C#N)c2cccc(CC)c21	1621	1334
CC(=O)N(C)c1ccc(NC(=S)Nc2ccc(C(C)C)cc2)cc1	1650	1475
Cc1ccc(C(=O)/C=C/Nc2ccc(S(=O)(=O)Nc3onc(C)c3C)cc2)cc1	1947	1516
N#Cc1ccsc1NC(=O)CSc1nnnn1-c1ccc(O)cc1	1686	1408
Cc1onc(-c2ccccc2)c1C(=O)NNC(=S)NC(=O)/C=C/c1ccccc1	1498	1669
CCn1c(SCC(N)=O)nnc1-c1ccc2c(c1)OCO2	1815	1628
CCO[C@@H]1OC(C(=O)N2CCN(Cc3ccccc3)CC2)=C[C@H](C2CC2)[C@H]1CCCO	1590	1480
CCN1CCN(C(=O)/C=C/c2ccc(C)o2)CC1	1697	1639
COc1ccc2nc(Cl)c(/C=N/Nc3ccccn3)cc2c1	1819	1415
COc1ccc(NC(=O)/C=C/c2ccccc2)c([N+](=O)[O-])c1	1834	1455
O=C(COc1ccc(C(=O)NCCc2ccccc2)cc1)Nc1ccccc1	1709	1631
COc1ccc2c(c1OC)C(=O)N1N=C(c3ccc(Cl)cc3)CC21 (stereo unspecified)	1884	1621
NC(=O)C1CCN(CCC(=O)Nc2cccc(Cl)c2)CC1	1733	1489
COC(=O)c1c(NC(=O)c2ccc(OC(C)C)cc2)sc2c1CC(C)(C)NC2(C)C	1682	1347
C/C(=N\Nc1ncc(Cl)cc1Cl)c1cccs1	1579	1403
CC(C)C1CC(C(F)(F)F)n2nc(C(=O)O)cc2N1 (stereo unspecified)	1719	1729
CCc1ccc(NC(=O)c2ccccc2Br)cc1	1872	1441
N#C/C(=C\c1sc(N2CCOCC2)nc1-c1ccccc1)C(=O)Nc1cccc2ccccc12	1813	1690
C=CCNC(=O)CCC(=O)NNc1nc2ccccc2c2nc(-c3ccccc3)nn12	1598	1584
CCOC(=O)c1c(-c2ccc(C)o2)csc1NC(=S)NC(=O)c1ccc(F)cc1	1917	1398
NC(=O)Nc1ccc(Oc2ncc(C(F)(F)F)cc2Cl)cc1	1676	1647
O=C(NCC1CCCO1)C1CCN(C2CCN(C(=O)CC3CCCC3)CC2)CC1 (stereo unspecified)	1667	1517
CC(C)CC(=O)NC(=S)Nc1cc(C(F)(F)F)ccc1N1CCOCC1	1637	1466
CCn1nc(C)c(/C=N/NC(=O)Cc2ccc(Cl)cc2)c1C	1969	1797
Cc1nn(CC(=O)Nc2nccs2)c(C)c1[N+](=O)[O-]	1729	1477
Cc1cc(Cl)ccc1C(=O)C1CCCN(C(=O)CCN2CCCO2)C1 (stereo unspecified)	1851	1606
CCN1CCN(C(=S)Nc2cc(S(=O)(=O)N(CC)CC)ccc2C)CC1	2083	1778
O=C(O)c1c(-c2ccccc2)c(-c2ccccc2)nc2ccccc12	1775	1594
Cc1ccc(Nc2nc(N)c([N+](=O)[O-])c(N3CCOCC3)n2)cc1	1951	1549
Cc1cc(C)nc(Nc2nc3ccccc3s2)n1	2085	1724
CCc1nnc(NC(=O)CSc2nnc(-c3ccccc3O)o2)s1	1825	1659
Cc1nc(-c2cccc(NC(=O)C3CCCCC3)c2)cs1	1762	1765
CC(C)CC(NC(N)=O)C(=O)Nc1ccc2c(c1)OCO2 (stereo unspecified)	1987	1595
O=C(Nn1nnnc1Nc1ccccc1)C12CC3CC(CC(C3)C1)C2	1658	1887
O=C(/C=C/c1cccs1)Nc1ccncc1	1688	1701
CCc1cc(=O)[nH]c(-n2[nH]c(-c3ccccc3)cc2=O)n1	1847	1417
(more compounds)
SMILES	SRC1 TRFRET art	SRC3 TRFRET art
NS(=O)(=O)c1ccc(NC(=S)NC(=O)c2cccnc2)cc1	1694	1676
C/C(=N/N1CCN(Cc2cccc3ccccc23)CC1)c1cccnc1	1832	1668
O=C(COC(=O)c1cc(=O)[nH]c(=O)[nH]1)Nc1cccc(S(=O)(=O)N2CCOCC2)c1	1688	1578
CSc1cccc(NC(=S)N(Cc2ccc(C)cc2)Cc2ccccn2)c1	1908	1448
Nc1cc(=O)[nH]c(=O)n1Cc1ccccc1	1733	1550
COc1cc(/C=N/NC(=O)Cn2ccc(C(F)(F)F)n2)cc(OC)c1OC	1632	1510
Cc1cccc(N2CCN(c3nc4nonc4nc3N3CCSCC3)CC2)n1	1859	1716
CCOc1cccc2cc(-c3nnc(NCc4ccc5c(c4)OCO5)s3)c(=O)oc12	1683	1576
CC(=O)c1c(C)[nH]c(C(=O)OCC(=O)Nc2cccc(S(=O)(=O)N(C)C)c2)c1C	1673	1463
CC/C(Cc1ccccc1)=N\NC(=O)c1cc([N+](=O)[O-])cc([N+](=O)[O-])c1	1542	1728
O=C1C2CC=CCC2C(=O)N1c1ccc(N2CCN(c3ccccn3)CC2)c([N+](=O)[O-])c1 (stereo unspecified)	1854	1413
Cc1ccccc1NC(=O)COC(=O)CCc1ccccc1	1690	1662
CC1=C(C(=O)N2CCOCC2)C(c2ccc(-c3ccccc3)cc2)NC(=S)N1 (stereo unspecified)	1770	1657
Cc1ccc(C(C)C)c(OCC(=O)Nn2c(=O)[nH]c3ccccc3c2=O)c1	1828	1479
Cc1ccc(N2C(=O)[C@@H]3[C@H](C2=O)C2c4ccccc4C=NN2[C@@H]3C(=O)c2ccc(Cl)cc2)cc1 (stereo partly specified)	1935	1772
C=CCC1(N(C(C)=O)c2ccccc2)CCCCC1	1753	1473
COc1ccc(N/C(C)=C/C(=O)c2ccccc2)cc1	1936	1714
Cc1nc(SCC(=O)NC(C)(C#N)C2CC2)c2c(-c3cccs3)csc2n1 (stereo unspecified)	1773	1500
CCc1ccc(CN(C)CC(=O)Nc2ccc3c(c2)CCC3)cc1	1898	1352
COCCNc1ccnc2c(Cl)cccc12	1981	1602
COc1ccc2c(c1)-c1nc(/N=C/c3c(O)ccc4ccccc34)sc1CC2	1618	1570
C/C(=N\OCC(=O)Nc1c(C)cc(C)cc1C)c1ccc2c(c1)OCCO2	1636	1485
CCOc1ccc(/C=C/C(=O)Nc2ccc(C(N)=O)cc2)cc1OC	1902	1610
COc1cccc(-c2nnc(-c3ccco3)o2)c1	1641	1726
CCCCn1c(N)c(N(CCOC)C(=O)CN2c3ccccc3CC2C)c(=O)[nH]c1=O (stereo unspecified)	1884	1732
CCCCOC(=O)c1ccc(NC(=O)COC(=O)CSc2nc(C)cc(C)n2)cc1	1711	1654
C/C(CC(=O)Nc1cccc(Cl)c1Cl)=N\NC(=O)c1ccccc1Br	1740	1635
O=C(COC(=O)c1cc(=O)[nH]c2ccccc12)NC1CCCC1	1709	1562
O=C(Nc1ccc(Cl)c(C(F)(F)F)c1)C(=O)N1CCCCC1	1497	1463
CN1C(=O)CC(P(=O)(c2ccccc2)c2ccccc2)N(C)C1=O (stereo unspecified)	2108	1583
COc1ccc2nc(C)cc(N3CCC(C(N)=O)CC3)c2c1	1856	1824
CCOC(=O)C(NC(=O)c1cccc(Cl)c1)(OCc1ccccc1)C(F)(F)F (stereo unspecified)	1769	1692
CC1=Nc2nc(N3CCCCC3)c(C#N)c3c4c(nc(c23)N1)N(c1ccc(C(C)C)cc1)C(=O)C4	1635	1694
COc1cccc(-c2cc(C(F)(F)F)n3nc(C(=O)N4CCCCC4c4cccnc4)cc3n2)c1 (stereo unspecified)	1939	1371
CC(C)C(=O)NC(=S)Nc1nnn(C)n1	1599	1527
C(=N\Nc1nc2ccccc2[nH]1)/c1ccccn1	1893	1794
Cc1ccc(NC(=S)Nc2ccc(Cl)c(Cl)c2)c(OC(F)F)c1	1588	1542
COc1cc(/C=N/NC(=O)CCN2CCN(c3ccccc3)CC2)cc(OC)c1OC	1828	1669
Cc1ccc(/C=C/C(=O)OCC(=O)Nc2ccccc2Sc2ccccc2)cc1	1659	1569
CCOc1ccc(C2CC(c3ccc(F)cc3)n3ncnc3N2)cc1 (stereo unspecified)	1940	1479
Cc1c(NC(=O)/C(C#N)=C/c2cccs2)c(=O)n(-c2ccccc2)n1C	1915	1603
CC(c1ccccc1)N1CCC(CNC(=S)Nc2cccc(Cl)c2)C1 (stereo unspecified)	1870	1481
CC(=O)N1N=C(c2ccc(NS(C)(=O)=O)cc2)CC1c1ccc2nccnc2c1 (stereo unspecified)	1691	1415
CC(=O)NCCc1nc2ccccc2n1CCc1ccccc1	1870	1504
Cc1ccsc1/C=N/n1c(-c2ccccc2)n[nH]c1=S	1803	1701
NNC(=O)CN1C(c2ccc(Br)cc2)=Nc2ccc(Br)cc2C1c1ccccc1 (stereo unspecified)	2065	1499
Cc1noc(C)c1COC(=O)[C@@H](NC(=O)c1ccccc1)C(C)C	1775	1557

An excerpt from above in order of heavy-atom count, low to high:
SMILES	SRC1 TRFRET art	SRC3 TRFRET art
CC(=O)NCCc1nc2ccccc2n1CCc1ccccc1	1870	1504
Cc1noc(C)c1COC(=O)[C@@H](NC(=O)c1ccccc1)C(C)C	1775	1557
CC(c1ccccc1)N1CCC(CNC(=S)Nc2cccc(Cl)c2)C1 (stereo unspecified)	1870	1481
CC(=O)N1N=C(c2ccc(NS(C)(=O)=O)cc2)CC1c1ccc2nccnc2c1 (stereo unspecified)	1691	1415
COc1cc(/C=N/NC(=O)CCN2CCN(c3ccccc3)CC2)cc(OC)c1OC	1828	1669

In another format: 5 of the compounds above
Every second line gives: SRC1 TRFRET art	SRC3 TRFRET art
CS(=O)(=O)N(CC(=O)N1CCCC1)Cc1ccc(Cl)cc1
→ 2076	1465
CC(C)OC(=O)/C(=C/c1cccnc1)NC(=O)c1ccccc1
→ 1851	1713
COc1c(OC)c(O)c2c(=O)cc(-c3c(O)cccc3O)oc2c1OC
→ 1922	1661
COC(=O)c1ccc(C(=O)N2CCCC(CNC(=O)c3ccccc3Cl)C2)cc1 (stereo unspecified)
→ 1621	1702
Cc1ccc(N2C(SCC(=O)O)=NC(=Nc3cccc(C)c3)C23CCCC3)cc1
→ 1667	1583

Some of the compounds tested (hit frequency here may not be typical).
